Screening data (PubChem BioAssay)
DNMT1 inh – DNMT1 (human) enzyme inhibition | P26358 | DNMT1 molecular beacon, Hinp1I cleavage, fluorescence | inhibition (reported as % activation of signal), % at 10 µM | actives 0.83% (n = 360,000) | AID 588458; in the data active = inhibition above about 50%
Target sequence (P26358 504-1616 limits assumed): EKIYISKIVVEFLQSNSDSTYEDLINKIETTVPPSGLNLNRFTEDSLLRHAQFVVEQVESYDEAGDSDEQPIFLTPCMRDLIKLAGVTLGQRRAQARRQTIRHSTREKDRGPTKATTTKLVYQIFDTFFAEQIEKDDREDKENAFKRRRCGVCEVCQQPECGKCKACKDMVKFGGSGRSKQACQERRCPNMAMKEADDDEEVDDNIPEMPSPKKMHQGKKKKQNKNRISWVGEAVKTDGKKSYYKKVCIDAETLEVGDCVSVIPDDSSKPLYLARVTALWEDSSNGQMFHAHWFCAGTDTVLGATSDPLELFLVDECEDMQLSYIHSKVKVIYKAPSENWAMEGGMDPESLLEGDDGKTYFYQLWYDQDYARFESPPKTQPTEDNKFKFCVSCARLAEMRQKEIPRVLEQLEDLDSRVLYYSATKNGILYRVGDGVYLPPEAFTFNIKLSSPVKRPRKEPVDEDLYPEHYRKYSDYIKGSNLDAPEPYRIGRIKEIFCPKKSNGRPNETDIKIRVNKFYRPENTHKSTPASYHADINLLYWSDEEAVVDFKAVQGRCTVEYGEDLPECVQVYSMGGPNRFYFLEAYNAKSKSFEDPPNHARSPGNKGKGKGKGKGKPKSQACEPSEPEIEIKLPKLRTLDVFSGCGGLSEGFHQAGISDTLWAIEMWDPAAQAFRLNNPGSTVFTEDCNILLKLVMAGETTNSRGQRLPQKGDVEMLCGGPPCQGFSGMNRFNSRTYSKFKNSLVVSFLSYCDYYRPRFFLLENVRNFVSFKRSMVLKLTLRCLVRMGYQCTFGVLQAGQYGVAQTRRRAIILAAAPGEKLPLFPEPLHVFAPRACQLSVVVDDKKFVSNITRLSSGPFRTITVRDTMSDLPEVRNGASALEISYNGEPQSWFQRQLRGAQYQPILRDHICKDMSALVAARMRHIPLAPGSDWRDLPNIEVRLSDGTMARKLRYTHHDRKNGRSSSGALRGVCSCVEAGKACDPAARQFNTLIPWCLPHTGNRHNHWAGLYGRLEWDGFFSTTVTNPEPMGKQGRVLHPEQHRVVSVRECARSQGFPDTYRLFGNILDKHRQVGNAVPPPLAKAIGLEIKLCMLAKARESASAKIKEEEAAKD
NRP1-CendR mod – NRP-1/CendR interaction modulation. O14786. FAM-RPARPAR peptide binding to NRP-1, fluorescence polarization. actives 0.85% (n = 360,000). inhibition, % at 25 µM;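 active = inhibition or corrected inhibition above about 18%, plus a signal ratio from 0.5 to 1.5, limit read from the data, passing the limit was not always enough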; note: strong numbers were not always called active
STEP block – STEP (human) phosphatase inhibition | P54829 | recombinant STEP, OMFP fluorogenic substrate, fluorescence | inhibition, % at 20 µM | actives 0.25% (n = 360,000);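 active = inhibition at 20 µM, scaled per plate between control wells, above about 37%, limit read from the data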;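 note: 0% = DMSO with enzyme and substrate and 100% = substrate only without enzyme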
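Assay system: isolated STEP enzyme. Buffer or medium: pH 6.0 Bis-Tris with DTT and Tween 20. Also added: fluorogenic phosphatase substrate OMFP at 25 µM final. Dosing: 20 µM, 1% DMSO. Timing: 20 min reaction, room temperature, in the dark. Measured by: fluorescence intensity, excitation 480 nm, emission 540 nm. Evaluation: normalized % inhibition.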
E coli Lon inh – inhibits E. coli Lon protease. P0A9M0. purified E. coli Lon protease, fluorescence polarization. inhibition, % at 7.94 µM. actives 0.42% (n = 360,000). AID 602123; in the data active = inhibition above about 13%, passing the limit was not always enough;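 note: 0% = enzyme with probe and DMSO and 100% = no enzyme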
TbMetRS inhib – Trypanosoma brucei MetRS inhibition. purified T. brucei MetRS, ATP depletion, Kinase-Glo luminescence. inhibition, % at 11.9 µM. actives 0.4% (n = 360,000);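 active = inhibition above a per-plate cutoff of the control wells' mean inhibition plus 3 SD, cut at about 5.5% in these data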;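 note: 0% = DMSO wells median and 100% = median of wells with control inhibitor compound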
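Material: T. brucei methionyl-tRNA synthetase, purified; reagent: substrates ATP, L-methionine and bulk Escherichia coli tRNA; dosing: 11.9 µM single point; timing: 15 min plus 2 h at 25 °C; detection: luminescence of leftover ATP; evaluation: % inhibition; control set: DMSO-only wells as low control; replicates: singlicate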
Scp-1 inhibitor – inhibitors of human Scp-1 phosphatase. inhibition, % at 20 µM. Q9GZU7. actives 0.88% (n = 340,000). Recombinant Scp1, phosphopeptide, malachite green phosphate absorbance. AID 493091;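 active = inhibition above about 50% at 20 µM, limit read from the data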;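 note: plate controls were DMSO wells with enzyme for no effect and wells lacking enzyme for full effect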
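Times: enzyme reaction 45 min at room temperature, colour 5 min, stabilisation 30 min. Material: SCP-1 catalytic fragment, aa 76-261. Medium: Acidic Tris acetate buffer with magnesium and detergent. Signal: colorimetric free-phosphate detection, absorbance 630 nm. Read-out basis: % inhibition of SCP-1 phosphate liberation. Reagent: Phosphorylated 17-residue peptide substrate.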
LMPTP block – LMPTP (human) inhibition; recombinant LMPTP-A, OMFP fluorogenic substrate, fluorescence intensity; actives 0.22% (n = 360,000); inhibition, % at 20 µM;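 active = compounds that cut the enzyme signal by at least half of the control window in the single-dose screen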;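 note: plate controls were DMSO wells with enzyme plus substrate for no effect and substrate without enzyme for full effect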
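Test system: LMPTP-A phosphatase enzyme. Amount: LMPTP-A at 0.625 nM final in the reaction. Reagent: OMFP substrate, 400 µM final. Times: 50 min at room temperature. Signal: endpoint fluorescence intensity from OMFP dephosphorylation. Read-out basis: % inhibition. Benchmarks: no-enzyme and uninhibited controls.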
MsrA inh – inhibits bovine methionine sulfoxide reductase A; purified bovine MsrA, absorbance read-out; inhibition, % at 15.5 µM; actives 0.75% (n = 360,000); in the data active = inhibition above about 4.5%;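 note: 0% = vehicle wells with enzyme and 100% = reference inhibitor wells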
SUMO1-SIM PPI – SUMO1-SIM interaction modulation. actives 0.33% (n = 360,000). inhibition, % at 20 µM. P63165. SUMO1 binding to a labelled peptide, TR-FRET, 1 h; in the data active = inhibition above about 37%
bovine MsrA act – bovine methionine sulfoxide reductase A activation. purified bovine MsrA, absorbance read-out. activation, % at 10.6 µM. actives 0.3% (n = 360,000); in the data active = activation above about 7.5%;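 note: 0% = vehicle and 100% = reference activator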
The depositor's hits bear a star; x = not tested or not shown.

SMILES | DNMT1 inh | NRP1-CendR mod | STEP block | E coli Lon inh | TbMetRS inhib | Scp-1 inhibitor | LMPTP block | MsrA inh | SUMO1-SIM PPI | bovine MsrA act
COCCn1c(SCc2cccc(F)c2)nc2cc(C(=O)OC)ccc2c1=O | -4 | 7 | 0 | -1 | -0.2 | -16 | 2.9 | -1.2 | 5 | -2
Cc1nnc2sc(SCC(=O)N3CCCCC3)nn2c1=O | 0 | 16 | -3 | -5 | 0.5 | -6 | 0.1 | 2.8 | -4 | -1
COc1ccccc1/C=C/C(=O)NCC(=O)N/N=C/c1ccccc1[N+](=O)[O-] | -5 | 1 | 0 | 1 | 0.0 | -1 | -1.5 | 0.6 | -24 | -2
COc1cc(O)ccc1C=O | -1 | -5 | -3 | 4 | 0.2 | -2 | -2.5 | 3.6 | 2 | -5
COc1cc2cc(CN(CCCO)S(=O)(=O)c3ccccc3)c(=O)[nH]c2cc1OC | 3 | -1 | 4 | -9 | -0.2 | -11 | -1.3 | 3.3 | 11 | 0
CCn1c(=O)cc(OCC(=O)NCCc2ccc(OC)c(OC)c2)c2ccccc21 | 0 | 1 | 2 | -8 | -0.3 | -1 | -1.5 | 0.2 | 0 | -3
CC(C)c1nc(SCC(=O)N2CCCC2)c2ccccc2n1 | 3 | 11 | 2 | 1 | -0.8 | 3 | -1.4 | -0.3 | -1 | -2
O=C(CN(c1ccccc1)S(=O)(=O)c1ccc(Cl)cc1)Nc1ccccc1C(=O)N1CCCC1 | -4 | -13 | 1 | -3 | 0.3 | -3 | -0.5 | x | 1 | -1
COc1ccc(OC)c(NC(=O)c2ccc(N3C(=O)C4CC=C(C)CC4C3=O)cc2)c1 (centres undefined) | 1 | -4 | -2 | 11 | 0.3 | -14 | -0.9 | 0.2 | -9 | -10
O=C(Nc1ccncc1)C1COc2ccccc2O1 (centres undefined) | 2 | -4 | 1 | -5 | -0.3 | -3 | 0.4 | 0.1 | -1 | -1
COc1ccc(NS(=O)(=O)c2ccc(NC(=O)Cc3cccs3)cc2)cc1 | -6 | -16 | -4 | 3 | -0.4 | -10 | -0.2 | -1.7 | -2 | -6
CC(C)NC(=O)CSc1nc(Cc2cccs2)nc2ccccc12 | -2 | -23 | -1 | -3 | -0.6 | -3 | -0.2 | 1.4 | -26 | -2
COc1ccc(-c2cc(C(F)(F)F)nc(N3CCN(Cc4ccccc4)CC3)n2)cc1OC | -7 | 4 | -2 | 5 | -0.3 | 1 | 4.5 | 0.8 | -2 | -1
Cc1cccc(OCc2nnc(SCc3cc(=O)[nH]c4ccccc34)n2-c2ccccc2)c1 | -2 | 2 | -2 | -6 | -0.7 | -8 | -0.2 | -0.2 | 7 | -1
Cc1nn(C(=O)N(C)C)c(C)c1CN1C(=O)c2ccccc2C1=O | 3 | 0 | 1 | -6 | -0.6 | 0 | 0.3 | 0.4 | 5 | -2
CCCNC(=O)COC(=O)c1n[nH]c2ccccc12 | 0 | -9 | 9 | 5 | -0.5 | -5 | -2.3 | 0.5 | -4 | -3
CCOc1ccc(-n2ccnc(SCC(=O)Nc3ccc(CC)cc3)c2=O)cc1 | 0 | 5 | 0 | 4 | -0.1 | -3 | 0.6 | -1.1 | -34 | 1
Cc1ccc(CCC(=O)Nc2ccc(S(N)(=O)=O)cc2)o1 | -1 | -29 | 2 | -8 | 0.0 | -10 | 0.2 | -0.1 | 8 | -6
COc1ccc(-c2nnc3ccc(SCC(=O)N4CCOCC4)nn23)cc1 | 4 | 15 | 2 | -3 | 0.1 | 3 | -1.2 | 0.2 | -10 | -2
Cc1nc2c(OCC(=O)C(C)(C)C)cccn2c1N(C)Cc1cccs1 | -6 | 0 | 3 | 5 | -0.4 | x | -1.5 | 0.3 | -7 | -5
Nc1nonc1C(=O)NC(c1ccccc1)c1ccccc1 | 2 | -4 | -1 | 1 | 0.3 | -8 | -0.6 | -0.9 | 1 | -3
Nc1cc(S(=O)(=O)Nc2ccccc2Cl)ccc1N1CCOCC1 | -3 | -8 | 1 | -7 | 0.2 | -5 | 0.2 | 0.7 | 2 | 0
COc1cc(C(CC(=O)Nc2ncccc2C)N2Cc3ccccc3C2=O)cc(OC)c1OC (centres undefined) | 3 | -3 | 2 | -3 | 1.6 | 2 | -0.7 | 0.2 | 0 | -2
COc1ccc(OC)c(S(=O)(=O)NC(=O)C2(C)CCN2C(=O)CC2CCCC2)c1 (centres undefined) | 4 | -6 | -2 | 1 | 0.4 | x | -2.5 | -0.4 | 1 | 1
CCn1c2ccccc2c2cc(NC(=O)CSc3nnc(C4CC4)n3Cc3ccco3)ccc21 | 2 | -7 | 2 | -14 | -0.2 | 3 | 3.2 | 0.4 | 4 | -2

Continuation.
SMILES | DNMT1 inh | NRP1-CendR mod | STEP block | E coli Lon inh | TbMetRS inhib | Scp-1 inhibitor | LMPTP block | MsrA inh | SUMO1-SIM PPI | bovine MsrA act
Cc1ccc([N+](=O)[O-])cc1NC(=O)c1ccc(CSc2ccccc2)cc1 | 1 | 12 | 0 | -15 | -0.4 | -9 | 1.1 | -1.1 | 2 | 0
CC(=O)c1ccc(NC(=O)NC2CC(=O)N(c3ccc4c(c3)OCCO4)C2)cc1 (centres undefined) | -2 | 14 | -1 | 0 | -0.4 | -7 | -0.6 | -1.3 | 1 | -2
NC(=O)c1ccc(/C=N/O)[n+](Cc2ccccc2)c1 | 0 | 4 | -1 | -1 | 0.3 | -9 | -2.9 | 2.5 | -27 | -2
Cc1cc(/C=C(\C#N)C(=O)NCc2cccs2)c(C)n1-c1ccccc1F | -10 | -10 | -3 | -3 | 0.3 | -12 | 3.5 | 0.2 | 6 | -2
Cc1ccc(C2(C)NC(=O)N(CC(=O)Nc3nc(-c4ccccn4)cs3)C2=O)cc1 (centres undefined) | -1 | -2 | 21 | -7 | -0.2 | 0 | 2.1 | 0.4 | 10 | -1
CCCCSc1nnc(-c2ccc(OC)cc2)n1C | 2 | -5 | -3 | -8 | -0.7 | -2 | -0.1 | -0.2 | -1 | -4
CC(=O)N1N=C(c2cccc(Cl)c2)OC1c1cccc([N+](=O)[O-])c1 (centres undefined) | 0 | 4 | 3 | 1 | 0.1 | -13 | 1.7 | 2.4 | -12 | -2
NC(=O)c1cccc(-c2cnc3c(Nc4cccc(OC(F)(F)C(F)F)c4)nccn23)c1 | 3 | -7 | -1 | -1 | -0.4 | x | 2.7 | -1.1 | 6 | -9
COc1ccc(N2CCN(CCCNC(=O)Nc3ccccc3)CC2)cc1 | 1 | -7 | 1 | 1 | 0.8 | -6 | -1.6 | -0.5 | -2 | 0
O=C(CNC(=O)C1CCCCC1)Nc1ccc(Cl)cc1 | 4 | 2 | -2 | -17 | 3.0 | -5 | -0.3 | -0.5 | -2 | -10
CCCCN(CC)CCNC(=O)CN1C(=O)COc2ccc(S(=O)(=O)N3CCCC3)cc21 | 1 | -1 | 0 | 2 | -1.1 | -2 | -0.9 | 0.8 | -3 | -3
CN(O)/C=C/C(=O)c1ccc(Br)cc1 | -4 | -2 | 1 | -7 | 0.2 | -8 | -0.1 | 0.9 | -5 | -2
Cc1cccc(C)c1NC(=O)CNC(=O)c1c(C)nn(C)c1Cl | -7 | -7 | -2 | -13 | -0.3 | -8 | -0.7 | 0.0 | 2 | -3
O=C(CNC(=O)c1ccncc1)Nc1ccc(F)c(F)c1 | -8 | 3 | 1 | -7 | -0.8 | -1 | -1.3 | 0.4 | -1 | -9
CC(C)c1cccc(-c2csc(C(C)(O)c3ccccc3)n2)c1 (centres undefined) | 6 | 6 | 0 | 5 | -0.1 | x | 3.2 | 1.5 | 5 | -1
CCOC(=O)NC1(Nc2cccc(Cl)c2)Oc2ccccc2O1 | 5 | -9 | -2 | 18 | 0.1 | 6 | 1.8 | -0.2 | -1 | -6
CC(C)CC(=O)N1CCN(Cc2ccc3ccccc3c2)CC1 | 3 | 4 | 2 | -14 | -1.2 | -6 | -0.9 | -0.9 | -5 | -3
CCC1CCc2[nH]nc(C(=O)O)c2C1 (centres undefined) | -2 | -8 | 2 | 13 | 0.0 | -1 | -1.3 | 1.2 | 0 | -3
CC1CN(S(=O)(=O)c2cccc(C(=O)NCc3ccc4c(c3)OCO4)c2)CC(C)O1 (centres undefined) | 0 | 4 | -3 | 3 | -0.3 | 5 | -0.2 | 1.0 | -3 | -4
CCOC(=O)N1CCN(c2ncnc3c2cnn3-c2ccc(OC)cc2)CC1 | 0 | 7 | 2 | 9 | -0.2 | 3 | -2.8 | 0.2 | -5 | 1
N#Cc1ccccc1Sc1ccccc1C(=O)OCC(N)=O | 2 | -3 | -1 | 3 | 0.3 | -9 | -1.6 | 1.0 | -5 | -5
CCC/C(=C1/c2ccccc2C(=O)N1c1ccccc1)c1ccc2c(c1)OCCO2 | 0 | 2 | 0 | -2 | 0.2 | -4 | 4.2 | 0.4 | 9 | 0
CC1=CC(=O)C(C(C)=Nc2ccccc2[N+](=O)[O-])C(=O)O1 (centres undefined) | 7 | 12 | 2 | -14 | -0.2 | -15 | -1.6 | 0.2 | -17 | -3
COc1ccc(Nc2nc(N)nc(CN3CCC(Cc4ccccc4)CC3)n2)cc1 | -11 | 0 | 1 | 1 | -0.2 | -11 | -0.3 | 1.1 | 5 | 0
Cc1ccc(C)c(C(=O)NC(C)CCc2ccccc2)c1 (centres undefined) | -1 | 5 | -2 | -17 | -0.7 | -1 | -0.8 | 0.0 | 0 | -6
OC[C@H]1NC[C@@H](O)[C@@H]1O | 2 | 0 | 1 | -4 | -0.8 | -9 | -0.8 | 0.6 | -3 | 0
CCOC(=O)CSC1=C(C#N)C(=O)NC(c2ccc(OC)cc2)S1 (centres undefined) | 0 | -22 | -1 | -14 | -0.6 | 29 | 22 | 6.6* | 3 | -1
COc1cccc(CNC(=O)c2nnn(CC(=O)Nc3ccc(Br)cc3)c2N)c1 | 7 | -4 | 0 | -1 | 0.0 | -7 | -1.1 | -0.5 | 2 | 0

Part of the list above, with each value named.
SMILES: CCOC(=O)NC1(Nc2cccc(Cl)c2)Oc2ccccc2O1
- DNMT1 inh: 5
- NRP1-CendR mod: -9
- STEP block: -2
- E coli Lon inh: 18
- TbMetRS inhib: 0.1
- Scp-1 inhibitor: 6
- LMPTP block: 1.8
- MsrA inh: -0.2
- SUMO1-SIM PPI: -1
- bovine MsrA act: -6
SMILES: CC(C)CC(=O)N1CCN(Cc2ccc3ccccc3c2)CC1
- DNMT1 inh: 3
- NRP1-CendR mod: 4
- STEP block: 2
- E coli Lon inh: -14
- TbMetRS inhib: -1.2
- Scp-1 inhibitor: -6
- LMPTP block: -0.9
- MsrA inh: -0.9
- SUMO1-SIM PPI: -5
- bovine MsrA act: -3
SMILES: CCC1CCc2[nH]nc(C(=O)O)c2C1 (centres undefined)
- DNMT1 inh: -2
- NRP1-CendR mod: -8
- STEP block: 2
- E coli Lon inh: 13
- TbMetRS inhib: 0.0
- Scp-1 inhibitor: -1
- LMPTP block: -1.3
- MsrA inh: 1.2
- SUMO1-SIM PPI: 0
- bovine MsrA act: -3
